Screens as filed in PubChem.
SENP6 inh: SENP6 protease inhibition; Q9GZR1; Recombinant SENP6 catalytic domain, aminoluciferin luminescence; inhibition, % at 10 µM; 1.8% of 330,000 active;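 active = inhibition above about 50% at the single tested dose, limit read from the data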;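 also: plate controls were DMSO wells with enzyme for no effect and DMSO wells lacking enzyme for full effect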
HKDC1 inh: inhibitors of human hexokinase HKDC1. Q2TB90. recombinant HKDC1, G6PDH/diaphorase resazurin coupled fluorescence. inhibition, % at 20 µM. 0.16% of 340,000 active. AID 493160;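 active = inhibition above about 35% when tested at 20 µM, limit read from the data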;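 also: plate controls were DMSO wells with enzyme for no effect and DMSO wells lacking enzyme for full effect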
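Incubation: 90 min at room temperature in dark / Material: recombinant HKDC1 (HK5) hexokinase enzyme, produced in-house / Quantity: enzyme 5 µg/mL final / Compound: one dose of 20 µM, 1% DMSO / Reagent: glucose and ATP substrates / Buffer or medium: Tris pH 8.0 buffer with MgCl2, Tween-20, BSA, BME / Technique: resorufin fluorescence at 613 nm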
SENP8 block-1: SENP8 (human) protease inhibition; 0.64% of 360,000 active; AID 602440; inhibition, % at 20 µM; recombinant SENP8, Nedd8 substrate fluorescence; in the data active = inhibition mostly above about 40%, no sharp cut-off; inactive = mostly below about 27%
Target sequence (Q96LD8 whole entry, looked up): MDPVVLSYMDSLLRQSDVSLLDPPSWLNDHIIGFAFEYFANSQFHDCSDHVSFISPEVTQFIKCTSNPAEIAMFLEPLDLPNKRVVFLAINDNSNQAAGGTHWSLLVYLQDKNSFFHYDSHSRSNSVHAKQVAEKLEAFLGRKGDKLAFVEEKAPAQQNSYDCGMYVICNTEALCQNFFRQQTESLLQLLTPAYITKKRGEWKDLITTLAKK
PfG6PD inh: PfG6PD (Plasmodium falciparum) enzyme inhibition. PfGluPho enzyme, NADPH resazurin-diaphorase fluorescence. inhibition, % at 20 µM. 0.78% of 350,000 active;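 active = inhibition reaching at least a set limit at 20 µM in the primary screen, cut at about 59% in these data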;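 also: 0% = DMSO wells with substrate and 100% = DMSO wells lacking glucose-6-phosphate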
UBC13 inh: inhibitors of human UBC13 polyubiquitin chain formation | P61088 | TR-FRET | inhibition, % at 20 µM | 0.47% of 330,000 active | AID 485273; in the data active = inhibition above about 45%, passing the limit was not always enough
Target sequence (P61088 whole entry, looked up): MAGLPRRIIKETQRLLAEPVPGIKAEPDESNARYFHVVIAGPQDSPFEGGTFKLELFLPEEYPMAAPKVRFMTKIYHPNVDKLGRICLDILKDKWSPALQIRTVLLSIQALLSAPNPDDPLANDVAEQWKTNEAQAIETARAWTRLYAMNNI
SENP1 inh: blocks the human SENP1 SUMO protease catalytic domain. Q9P0U3. recombinant SENP1 catalytic domain, CyPet-SUMO1-YPet FRET cleavage. inhibition, % at 10 µM. 0.21% of 360,000 active. AID 624204;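 active = inhibition at least 30% at 10 µM, raw YFP signal under a set limit, fluorescence ratio 0.5 to 1.5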;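 also: 0% = enzyme with DMSO and 100% = no enzyme wells; some results filed as inactive read as strong as hits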
Target sequence (Q9P0U3 419-644 limits assumed): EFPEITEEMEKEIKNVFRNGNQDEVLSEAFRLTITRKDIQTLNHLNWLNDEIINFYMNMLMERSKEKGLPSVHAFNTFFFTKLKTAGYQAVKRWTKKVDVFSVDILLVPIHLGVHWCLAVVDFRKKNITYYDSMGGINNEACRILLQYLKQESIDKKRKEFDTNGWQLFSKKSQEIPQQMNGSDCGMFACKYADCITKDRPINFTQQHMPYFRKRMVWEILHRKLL
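Compound: 10 µM single point, 0.5% DMSO; Test system: hSENP1 catalytic domain, recombinant; Timing: 50 min reaction at room temperature; Technique: FRET, CFP and YFP emission; Control set: no-enzyme wells low, DMSO-plus-enzyme wells high control.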
MIN6 prolif: induces beta-cell replication in MIN6 cells. MIN6 cells proliferation, ATPlite luminescence, 48 h; cells starved in 0.2% serum; 100% = growth in 10% serum. proliferation, % at 10 µM. 0.29% of 330,000 active. AID 2380;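 active = compounds whose signal lies at least 3.5 SD above the mean of all wells on their plate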;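 also: 0% = DMSO-treated cells in low-serum medium and 100% = 10% serum control; some compounds called inactive have numbers as strong as hits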
SENP8 block-2: SENP8 protease inhibition. 1.2% of 330,000 active. purified SENP8, Z-RLRGG-aminoluciferin cleavage, luminescence. inhibition, % at 10 µM. AID 2540. Q96LD8; in the data active = inhibition above about 50%
SENP7 inh: SENP7 protease inhibition; Q9BQF6; 1.5% of 330,000 active; inhibition, % at 5 µM; recombinant SENP7, Z-RLRGG-aminoluciferin luminescence, 40 min;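 active = inhibition above about 50% at the single test dose, limit read from the data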;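 also: plate controls were DMSO with enzyme for no effect and no enzyme buffer wells for full effect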
Target sequence (Q9BQF6 706-1050 limits assumed): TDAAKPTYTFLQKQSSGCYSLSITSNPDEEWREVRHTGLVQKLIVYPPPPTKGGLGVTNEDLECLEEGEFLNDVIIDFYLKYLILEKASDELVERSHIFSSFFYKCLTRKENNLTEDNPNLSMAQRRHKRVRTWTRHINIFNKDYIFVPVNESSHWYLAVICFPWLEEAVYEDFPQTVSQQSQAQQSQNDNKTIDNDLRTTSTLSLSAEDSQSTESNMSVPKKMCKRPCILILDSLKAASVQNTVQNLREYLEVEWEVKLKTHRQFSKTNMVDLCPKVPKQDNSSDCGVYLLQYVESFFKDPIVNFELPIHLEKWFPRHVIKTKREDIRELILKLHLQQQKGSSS
* = called active by the depositor; nt = not tested or not shown.

mol	UBC13 inh	SENP8 block-2	SENP8 block-1	MIN6 prolif	PfG6PD inh	HKDC1 inh	SENP7 inh	SENP1 inh	SENP6 inh
N#CC1=C(SCC(N)=O)NC2=C(C(=O)c3ccccc32)C1c1ccc(Cl)cc1 (stereo not given)	-11	-1	3	-6	-6	-5	0	-48	2
O=C(CNC(=O)c1ccncc1)N/N=C/c1cc(Br)ccc1O	-11	4	0	-3	-26	-11	6	-11	6
COc1ccccc1NC(=O)Nc1nc(CC(=O)N2CCN(c3ccccc3OC)CC2)cs1	2	3	11	2	6	11	-6	1	5
COc1ccc(CCCc2n[nH]c(=S)o2)c(C)c1	8	5	13	-2	11	-4	0	0	4
COc1ccc(CCNC(=O)[C@@H](NC(=O)N2CC(=O)Nc3ccccc32)C(C)C)cc1OC	8	-1	11	1	0	2	-4	1	-11
C=CCNC(=O)CN1CCC(O)(c2ccccc2)CC1	2	-1	14	1	3	-9	-2	2	-15
Cc1cccc(NS(=O)(=O)c2ccc(C(=O)NCC3CCCO3)cc2)c1C (stereo not given)	2	2	2	-2	12	-8	0	0	7
CN(C)CCCNC(NC(=O)/C=C/c1ccccc1)C(Cl)(Cl)Cl (stereo not given)	3	-5	2	0	-2	-1	-4	0	-3
CCC(=O)N1CCc2cc(S(=O)(=O)NC(C(=O)N3CCc4ccccc4C3)C(C)C)ccc21 (stereo not given)	-9	-6	-82	1	-9	-4	-6	-3	-6
O=C(CN1CCCC1)Nc1cc(C(F)(F)F)cc(C(F)(F)F)c1	13	1	6	-1	-12	-7	-1	1	6
Cc1ccccc1C(=O)Nc1nnc(-c2ccncc2)o1	-1	7	-21	2	-9	-3	0	4	8
COC(=O)COc1ccc(S(=O)(=O)N2CCN(c3ccc(OC)cc3)CC2)cc1	0	4	11	-4	10	-7	2	1	12
COc1cc(C(=O)N/N=C/c2ccc(OC)c(CN3CCN(c4ccc(F)cc4)CC3)c2)ccc1O	3	-1	-28	-1	11	-2	3	-3	7
CCCCCCN1CC(O)=C(c2ccccc2)C1=N	1	-7	14	-1	0	0	-1	3	-9
COc1cccc(N/C=C(\C#N)c2ccc(OCCCF)cc2)c1	6	-9	26	-2	-5	1	-7	1	-20
Cc1ccc(C)c(S(=O)(=O)Nc2ccccc2C(=O)Nc2ccccc2N2CCOCC2)c1	-2	2	-65	-2	-18	5	-3	2	-7
COc1ccccc1NC(=S)NNC(=O)c1cc(C)nn1C	6	12	14	0	-3	1	15	-1	17
CCNC(=S)N=Nc1c(O)[nH]c2ccc(C(C)C)cc12	90*	-2	28	0	30	-4	2	3	7
CCc1ccc(NC(=S)N(Cc2ccc(Cl)cc2)Cc2ccc(C(=O)O)cc2)cc1	-15	4	6	-5	-14	-1	1	1	1
O=S(=O)(c1ccc(F)cc1)N1CCN(c2nc(-c3ccc(F)cc3)cs2)CC1	-3	-4	1	-3	17	-5	2	2	4
CCC(=O)NCc1csc(-c2cccs2)n1	1	-2	-188	-3	-12	-4	-4	1	5
COc1ccc(Cn2nnnc2C(c2cccs2)N2CCN(c3ccccc3)CC2)cc1 (stereo not given)	3	8	11	-2	1	-10	-3	0	12
COc1ccc(-c2cc(C(F)(F)F)nc(SCC(=O)NCc3cccs3)n2)cc1	16	1	-325	-3	6	-10	7	0	-14
COc1cc(S(=O)(=O)N2CCCCC2)ccc1NC(=O)/C=C/c1ccccc1	8	0	11	-2	9	-2	3	1	-1
O=C(CC(=O)N/N=C\c1ccccc1[N+](=O)[O-])NCCc1ccccc1	-7	-5	6	-1	16	3	11	-1	24
CCCCCCNCC(=O)N1CCC(Cc2ccccc2)CC1	10	0	18	-1	14	-4	1	0	-5
O=C(CSc1nccn1Cc1ccc(F)cc1)Nc1ccc(F)cc1F	-6	-16	8	-5	-3	-2	-4	2	-10
Cc1cccn2c(NC(=O)c3cccs3)c(-c3ccccc3)nc12	10	0	-8	0	-3	-9	1	-1	5
COC(=O)C1CCN(C(=O)CC(NC(=O)C(F)(F)F)c2cccs2)CC1 (stereo not given)	0	2	0	-2	2	-4	6	0	-20
O=C(CN1C(=O)S/C(=C\C=C\c2ccccc2)C1=O)Nc1ccc(C(=O)O)cc1	-4	2	-144	-3	-18	2	-6	-3	15
O=C(Cn1c(-c2cscn2)nc2ccccc21)Nc1cc(F)ccc1F	14	-6	2	-3	-8	2	1	2	-8
O=C(O)CSCC(=O)Nc1ccccc1SCCS(=O)(=O)c1ccc(Cl)cc1	nt	nt	19	nt	0	-3	nt	4	nt
O=C(CSc1nncc2ccccc12)Nc1ccccc1	12	3	3	-4	-6	-5	1	1	-4
COC(=O)c1cccc(NC(=O)CCc2ccccc2)c1	11	-6	8	3	-12	-8	5	3	-25
O=C(NCc1ccco1)c1cc(Cl)nc(Cl)c1	-1	-2	-2	-1	-1	-3	4	0	-20
COc1ccc(OC)c(S(=O)(=O)NC2CCCCNC2=O)c1 (stereo not given)	-2	-4	-2	-3	8	-2	-5	1	-6
Oc1ccc2c(c1)c1ccccc1c1ncccc21	nt	nt	-80	nt	38	2	nt	-1	nt
COc1ccc([N+](=O)[O-])cc1NC(=O)CSc1nccc(C)n1	-18	-10	12	0	26	-4	-6	-3	-31
COc1cc(OC)cc(C(=O)N2CCN(C(=O)c3cccnc3)CC2)c1	4	-6	16	0	9	0	1	2	-19
COc1ccc2c(c1)-c1ccccc1S(=O)(=O)N2C	2	0	14	5	60*	5	8	2	-1
COC(=O)C(N)Cc1ccc(O)c(O)c1 (stereo not given)	9	5	6	-7	23	-10	0	-1	19
O=[N+]([O-])c1nn(-c2ccc(Cl)cc2)n(O)c1=NCc1ccncc1	-5	-4	47*	-4	26	-1	8	-2	-20
CCOc1cc(N2CCOCC2)c(OCC)cc1NC(=O)COC(=O)[C@H](Cc1c[nH]c2ccccc12)NC(C)=O	-7	6	24	0	-1	-7	7	4	-4
CC(C(=O)O)n1nnc2ccccc21 (stereo not given)	-10	-9	14	-1	12	-5	-1	1	-4
O=S(=O)(NCc1ccc2c(c1)OCO2)c1cccc(F)c1	-4	-14	5	1	-3	-3	-8	0	-7
COC(=O)N/N=C/c1cn(Cc2ccccc2Cl)c2ccccc12	19	-9	21	-2	11	-6	-1	4	-7
CCOC(=O)c1nn(-c2ccc(F)cc2)c(=O)cc1OCC(=O)Nc1cccc(C)c1	-4	11	-12	-1	-10	-2	-6	0	-1
CCc1ccc(OCC(=O)Nc2ccc(-c3nc4ccccc4o3)c(O)c2)cc1	-3	1	-447	-3	-1	21	-7	0	-44
CCC(c1nnnn1Cc1ccco1)N(Cc1cc2cc(C)cc(C)c2[nH]c1=O)CC1CCCO1 (stereo not given)	-3	-2	-146	-2	2	-4	-1	-16	-4
O=S(=O)(NCCCCCNS(=O)(=O)c1c(F)cccc1F)c1ccc2c(c1)OCCO2	11	9	0	5	-8	-2	1	3	11
COc1cc2cc(CN(Cc3cccs3)C(=S)Nc3ccccc3)c(=O)[nH]c2cc1OC	6	-3	-222	0	12	-4	-4	2	-7
Cc1cc(C(=O)N2CCc3ccccc3C2)on1	4	1	-1	-2	-5	-6	-5	3	-6
CCCc1nc2ccccc2[nH]1	-4	7	10	-1	-3	-3	4	2	9
CN1CCC(=O)N([C@H](CSc2ccc(Br)cc2)c2ccccc2)CC1	8	-1	-2	-3	-12	-2	-1	-4	-9
CC(Sc1nnc(N)s1)C(=O)NNC(=O)c1cccc(Cl)c1 (stereo not given)	-9	-14	10	2	-1	-9	3	1	7
C=CCNC(=S)N(Cc1ccccc1)Cc1ccccc1	1	0	9	-2	5	-12	7	0	4
Cc1ccccc1Nc1nc(N)nc(-c2oc3ccccc3c2C)n1	12	-5	-26	-3	11	5	-3	-2	-4
C=C(C)[C@@H]1CC=C(CO)CC1	nt	nt	12	nt	15	-5	nt	2	nt
CC(=O)C1=C(C)Nc2ncnn2C1c1ccccc1Cl (stereo not given)	3	2	5	-2	-9	-4	0	-1	-14
N#Cc1ccccc1OCC(=O)Nc1cc(S(=O)(=O)N2CCCCC2)ccc1N1CCOCC1	nt	nt	-30	nt	1	-4	nt	-9	nt

(more compounds)
mol	UBC13 inh	SENP8 block-2	SENP8 block-1	MIN6 prolif	PfG6PD inh	HKDC1 inh	SENP7 inh	SENP1 inh	SENP6 inh
O=C(CC1C(=O)NCCN1Cc1cccc(F)c1)NC1CCC1 (stereo not given)	-2	2	-31	-1	-20	5	-3	-11	-5
CN(C)S(=O)(=O)c1ccc(NC(=O)/C=C/c2ccccc2Cl)cc1	-8	-20	-10	-4	6	-1	-1	1	-8
O=C(c1cc2ccccc2o1)N1CCN(S(=O)(=O)c2c(F)cccc2F)CC1	-3	5	11	-3	-10	4	-9	-3	10
CCOc1ccc(S(=O)(=O)N2CCN=C2Cc2ccccc2)cc1C	-2	3	23	-1	2	5	-11	3	-8
Clc1ccccc1Cc1noc(CN2CCCCC2CCc2ccccn2)n1 (stereo not given)	9	-5	4	-3	3	-6	3	-5	5
CC(=O)Nc1cccc(NC(=O)c2ccco2)c1	-3	-6	12	-1	32	-2	-2	-2	-5
Cc1ccc(-n2nc(C)c(C(=O)Nc3cccc(C(=O)NC4CC4)c3)n2)c(C)c1	-10	-9	10	-3	1	-1	8	3	-13
COc1ccc2cc(S(=O)(=O)N3CCOCC3)ccc2c1	-9	-3	-11	-2	1	1	-4	3	-11
Nc1nnc(SCC(=O)OCC(=O)NC23CC4CC(CC(C4)C2)C3)s1	4	1	9	0	11	-5	-3	1	-8
O=C(CSc1ncn[nH]1)N1N=C2/C(=C/c3ccco3)CCCC2C1c1ccco1 (stereo not given)	-9	-13	-126	-5	4	-3	-11	-8	-16
CCCSc1nc(C)cc(=O)[nH]1	-6	3	17	0	0	2	1	-1	12
O=C(Nc1cccnc1)c1ccc(N2CCCC2)c([N+](=O)[O-])c1	-23	-5	18	-1	38	-8	4	0	-2
Cc1oc(-c2ccccc2Cl)nc1CN(C)C(C)c1ccon1 (stereo not given)	3	7	19	-4	8	-14	-1	-1	1
COc1cc2c(C(=O)NCc3ccccn3)cn(CC(C)C)c(=O)c2cc1OC	0	3	-7	4	-3	0	3	3	15
CCN(CC(=O)NCc1cccs1)C(=O)CCc1c[nH]c2ccccc12	3	-4	14	0	6	1	-2	-3	0
COc1cc(/C=C2\SC(=S)N(NS(=O)(=O)c3ccccc3)C2=O)cc(OC)c1OC	-14	-7	14	-3	-31	1	-6	5	-2
Cc1ccc(N2C(=O)CC(Sc3ccccc3C(=O)O)C2=O)c([N+](=O)[O-])c1 (stereo not given)	-2	1	6	1	-8	-8	7	2	-7
CCc1ccc(Nc2ccc(C(N)=O)cc2[N+](=O)[O-])cc1	-27	-2	27	-4	-13	9	-2	3	-5

Looked up one by one from above (two):
mol	UBC13 inh	SENP8 block-2	SENP8 block-1	MIN6 prolif	PfG6PD inh	HKDC1 inh	SENP7 inh	SENP1 inh	SENP6 inh
CCN(CC(=O)NCc1cccs1)C(=O)CCc1c[nH]c2ccccc12	3	-4	14	0	6	1	-2	-3	0
Cc1oc(-c2ccccc2Cl)nc1CN(C)C(C)c1ccon1 (stereo not given)	3	7	19	-4	8	-14	-1	-1	1
